MT1-MMP act inh – inhibitors of human MT1-MMP activation; P50281; HT1080 RFP-PRO-GFP cells, GFP/RFP ratio fluorescence, overnight; percent of plate control window, DMSO zero; GFP/RFP ratio change, % at 20 µM; 0.061% of 360,000 active; AID 651647;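 active = GFP/RFP ratio change of at least 30% with cell ATP level not reduced by more than half and red fluorescence within 50% of control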; note: strong numbers were not always called active
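Assay system – RFP-PRO-GFP reporter HT1080 cells · Compound dosing – single dose of 20 µM compound, 1% DMSO final · Incubation – overnight compound exposure at 37 °C · Measure – GFP/RFP fluorescence ratio · Benchmarks – DMSO wells and RFP-L50D-GFP cells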
STEP inh – STEP (human) phosphatase inhibition. recombinant STEP, OMFP fluorogenic substrate, fluorescence. inhibition, % at 20 µM. 0.25% of 360,000 active. AID 588621;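 active = inhibition at 20 µM, scaled per plate between control wells, above about 37%, limit read from the data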;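 note: 0% = DMSO with enzyme and substrate and 100% = substrate only without enzyme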
Target sequence (P54829 whole entry, looked up): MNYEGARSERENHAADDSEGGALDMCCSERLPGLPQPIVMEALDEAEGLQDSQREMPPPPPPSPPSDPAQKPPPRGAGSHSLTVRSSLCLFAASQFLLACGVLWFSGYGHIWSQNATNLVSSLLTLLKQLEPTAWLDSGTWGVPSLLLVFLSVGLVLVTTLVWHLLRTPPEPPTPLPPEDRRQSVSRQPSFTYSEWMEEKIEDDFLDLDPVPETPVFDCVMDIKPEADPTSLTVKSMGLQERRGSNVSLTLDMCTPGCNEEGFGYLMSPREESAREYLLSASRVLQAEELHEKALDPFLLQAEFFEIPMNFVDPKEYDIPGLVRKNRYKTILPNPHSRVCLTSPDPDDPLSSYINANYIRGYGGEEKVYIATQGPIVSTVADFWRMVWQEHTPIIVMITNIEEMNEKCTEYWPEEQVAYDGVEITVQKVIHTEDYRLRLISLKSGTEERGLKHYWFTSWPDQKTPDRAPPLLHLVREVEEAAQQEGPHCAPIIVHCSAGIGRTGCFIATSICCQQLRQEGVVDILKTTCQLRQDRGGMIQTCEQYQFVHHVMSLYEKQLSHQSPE
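System: isolated STEP enzyme; schedule: 20 min enzyme reaction at room temperature, protected from light; medium: Bis-Tris buffer pH 6.0, 2.5 mM DTT, 0.005% Tween 20; signal: fluorescence, 480/540 nm; dosing: single compound dose of 20 µM, 1% DMSO final; also added: OMFP substrate, 25 µM final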
Rpn11 block – blocks the human proteasome subunit Rpn11 | 0.59% of 360,000 active | calls only at 20 µM | O00487 | human 26S proteasome, Ub4-pepOG fluorescence polarization; 20S core pre-blocked with epoxomicin;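 active = inhibition at 20 µM, scaled to each plate's controls, above about 33%, limit read from the data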
Target sequence (O00487 whole entry, looked up): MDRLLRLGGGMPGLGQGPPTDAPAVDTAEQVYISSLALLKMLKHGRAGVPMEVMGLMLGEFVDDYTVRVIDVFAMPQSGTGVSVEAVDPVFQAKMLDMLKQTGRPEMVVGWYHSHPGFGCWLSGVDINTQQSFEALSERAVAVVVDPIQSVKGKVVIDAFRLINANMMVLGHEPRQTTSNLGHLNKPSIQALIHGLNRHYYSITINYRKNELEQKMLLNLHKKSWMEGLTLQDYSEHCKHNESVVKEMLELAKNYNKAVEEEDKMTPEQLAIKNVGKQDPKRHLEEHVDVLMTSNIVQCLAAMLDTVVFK
CendR NRP1 mod – NRP-1/CendR interaction modulation; O14786; FAM-RPARPAR peptide binding to NRP-1, fluorescence polarization; inhibition, % at 25 µM; 0.85% of 360,000 active; AID 602438;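 active = inhibition or corrected inhibition above about 18%, plus a signal ratio from 0.5 to 1.5, limit read from the data, passing the limit was not always enough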; note: strong numbers were not always called active
SUMO1-SIM PPI – modulators of human SUMO1-mediated protein-protein interactions. P63165. SUMO1 binding to a labelled peptide, TR-FRET, 1 h. inhibition, % at 20 µM. 0.33% of 360,000 active; in the data active = inhibition above about 37%
DNMT1 block – DNMT1 (human) enzyme inhibition; 0.83% of 360,000 active; P26358; AID 588458; inhibition (reported as % activation of signal), % at 10 µM; DNMT1 molecular beacon, Hinp1I cleavage, fluorescence; in the data active = inhibition above about 50%
Scp1 inh – inhibitors of human Scp-1 phosphatase; Recombinant Scp1, phosphopeptide, malachite green phosphate absorbance; AID 493091; 0.88% of 340,000 active; inhibition, % at 20 µM;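 active = inhibition above about 50% at 20 µM, limit read from the data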;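 note: plate controls were DMSO wells with enzyme for no effect and wells lacking enzyme for full effect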
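Test system: SCP-1 catalytic domain; Buffer or medium: Acidic Tris acetate buffer with magnesium and detergent; Also added: Phosphorylated 17-residue peptide substrate; Compound: single 20 µM dose, 1% DMSO; Schedule: enzyme reaction 45 min at room temperature, colour 5 min, stabilisation 30 min; Signal: Phosphate-binding colour reagent, absorbance read at 630 nm.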
NadD block – blocks S. aureus nicotinate mononucleotide adenylyltransferase; purified NadD enzyme, colorimetric absorbance read-out; 0.78% of 360,000 active; inhibition, % at 20 µM; in the data active = inhibition above about 26%; note: some compounds past the cut are filed as inactive
SKN-1 inh – inhibitors of C. elegans SKN-1 | C. elegans VP596 Pgst-4::GFP/RFP ratio, acrylamide-induced, 24 h | inhibition, % at 21.8 µM | 0.49% of 360,000 active;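 active = interference check ratio from 0.5 to 1.5 plus GFP to RFP signal ratio inhibition reaching or exceeding a fixed threshold, cut at about 30% in these data, passing the limit was not always enough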; note: some compounds called inactive have numbers as strong as hits
LMPTP inh – LMPTP (human) inhibition. P24666. recombinant LMPTP-A, OMFP fluorogenic substrate, fluorescence intensity. inhibition, % at 20 µM. 0.22% of 360,000 active;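 active = compounds that cut the enzyme signal by at least half of the control window in the single-dose screen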;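 note: plate controls were DMSO wells with enzyme plus substrate for no effect and substrate without enzyme for full effect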
Target sequence (P24666 whole entry, looked up): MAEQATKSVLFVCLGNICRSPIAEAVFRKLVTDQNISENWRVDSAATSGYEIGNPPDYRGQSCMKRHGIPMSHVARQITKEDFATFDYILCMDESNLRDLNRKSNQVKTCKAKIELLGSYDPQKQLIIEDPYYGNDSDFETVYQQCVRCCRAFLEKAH
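Test system – LMPTP-A enzyme · Amount – LMPTP-A at 0.625 nM final in the reaction · Buffer or medium – Bis-Tris pH 6.0, DTT, detergent · Reagent – OMFP 400 µM · Doses – single 20 µM dose · Schedule – reaction 50 min, room temperature, dark · Detection – fluorescence intensity of OMFP turnover product · Evaluation – percent inhibition versus substrate-only and uninhibited controls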
Starred values were filed as active, the others as inactive; i = inactive; . = no result given; & = joins results of further samples. Outcome played no part in choosing rows (roughly 3.9% active in at least one column).

SMILES	MT1-MMP act inh	STEP inh	Rpn11 block	CendR NRP1 mod	SUMO1-SIM PPI	DNMT1 block	Scp1 inh	NadD block	SKN-1 inh	LMPTP inh
COc1ccc(N2CC(C(=O)NCCc3ccc(Cl)cc3)CC2=O)c(OC)c1 (configuration not stated)	2	3	i	-2	-1	0	7	-6	2	-0.8
Cc1c(N2C(=O)C(=O)/C(=C(/O)c3ccc(Br)cc3)C2c2cccnc2)c(=O)n(-c2ccccc2)n1C (configuration not stated)	-4	2	i	2	-3	-7	-1	4	1	-0.7
CCOc1ccc(C(C)=O)cc1CN1C(=O)C(=O)N(CC)C1=O	1	-4	i	2	-4	4	-2	2	-1	0.8
Cc1sc2ncnc(N3CCC(C(=O)N4CC(C)SC4=Nc4ccc(Cl)cc4)CC3)c2c1C (configuration not stated)	-3	0	i	-2	-5	0	22	27	2	-0.4
COc1ccc(CN2CCN(C(=O)c3cccs3)CC2)cc1	1	-2	i	2	-2	3	4	0	-2	-1.6
Cc1cc(C)c(C(N)=O)c(SCC(=O)c2cc(C)c(C)cc2C)n1	4	-4	i	-2	-1	2	-10	0	6	-0.8
COc1cccc(CNC(=O)[C@H](C)NC(=O)N2CC(=O)Nc3ccccc32)c1	2	-2	i	4	-1	1	.	4	14	-0.6
O=C(NC(=S)Nn1cnnc1)c1ccccc1Br	7	-2	i	2	6	2	-16	-3	-14	0.0
COc1ccc(C(=O)Nc2nc3ccccc3[nH]2)cc1OC	9	-4	i	-7	2	-2	0	-3	15	-0.7
COC(=O)C(C)Sc1nnc(Cc2cc(=O)[nH]c(=O)[nH]2)n1-c1cc(C)ccc1C (configuration not stated)	-2	0	i	-4	6	2	-12	0	15	-2.3
O=C(CSc1nc(-c2ccccc2)cs1)NCCN1C(=O)CSC1=O	0	2	i	-7	0	-3	-3	-6	3	-0.9
Cc1cc(CN2CCCCC2)oc1C(=O)O	1	0	i	8	0	2	0	-2	4	-1.3
Cc1cccc(NC(=O)c2csnn2)n1	2	0	i	4	2	0	-6	-6	-5	-1.1
Cc1cccc(CC(=O)Nc2c3c(nn2-c2cccc(Cl)c2)CS(=O)C3)c1 (configuration not stated)	-2	-1	i	-9	-3	-4	-4	-6	-14	-1.1
Cc1noc(C)c1COC(=O)c1ccc2ccccc2n1	-1	0	i	10	-12	0	-2	3	15	-0.5
CCc1nc2c(OCc3ccc(Cl)cc3)cccn2c1N(C)C(=O)c1ccccc1F	-8	1	i	-14	3	-7	.	9	5	2.2
CCc1cccc2sc(N3CCN(C(=O)c4ccc([N+](=O)[O-])o4)CC3)nc12	-4	1	i	3	-27	-6	-4	-6	7	3.5
Cn1c(=NC(=O)CN2C(=O)C3CC=CCC3C2=O)sc2ccccc21 (configuration not stated)	1&0	-2&0	i	1&-2	-4&1	-1&-2	1&-2	2&-3	6&20	-2.1&1.2
COc1cc(C2C(C(=O)N3CCOCC3)=C(C)NC3=C2C(=O)CCC3)ccc1OC(C)=O (configuration not stated)	-2	-1	i	-6	3	0	-2	-2	6	-0.2
COc1c(OC(C)=O)ccc(/C=C/c2ccc3cccc(OC)c3n2)c1[N+](=O)[O-]	7	-2	i	0	6	-1	5	-3	-1	2.7
Cc1ccc2nc(NC(=O)CSc3ncnc4c3oc3ccccc34)sc2c1	1	0	i	9	-4	31	0	14	-10	-0.1
CN1C(=O)[C@@](O)(c2cn(C)c3ccccc23)c2ccccc21	-3	.	.	13	-5	.	.	.	14	-1.1
O=C1OCCN1CC(=O)N1CCc2c([nH]c3ccccc23)C1c1ccccn1 (configuration not stated)	-7	0	i	-2	-3	6	-3	-2	-6	2.2
COc1ccc([C@H]2CC(=O)C=C(c3cc(Cl)ccc3OC)C2)cc1	-2	0	i	13	-1	-6	-18	-8	-10	4.2
Cc1cc(C)cc(NC(=O)CN2CCC(NC(=O)c3cccc(F)c3)CC2)c1	3	-2	i	-8	6	-2	-9	-6	14	0.0
CN=C(N)NCCC[C@H](N)C(=O)O	2	-2	i	9	2	-2	-6	2	0	-1.7
OC(c1ccc(F)cc1)c1nc(-c2cncnc2)cs1 (configuration not stated)	-4	-1	i	15	-2	1	.	0	-5	-0.6
C=CCN1C(=O)c2ccccc2Sc2ccc(C(=O)NCCC)cc21	-2	-1	i	6	-4	0	-14	-4	3	-0.3
CCSc1ccc(-c2cc(NC=O)c3ncc(-c4cccc(C(=O)NCCN(C)C)c4)n3c2)cc1	-6	8	i	-31	-28	-9	.	6	5	-4.5
COc1cccc(NC(=O)C2(C)CCCN(C(C)C)C2)c1 (configuration not stated)	4	-2	i	-11	-2	3	.	4	-3	1.2
COCCn1c(-c2ccccc2)cnc1SCC(=O)Nc1cccc2ccccc12	0	-2	i	-4	-6	1	4	2	-6	1.5
Cc1nc(C(F)(F)F)ccc1C(=O)N1CCC1(C)C(=O)NS(=O)(=O)c1cccc(C#N)c1 (configuration not stated)	-2	2	i	-2	5	5	.	-3	-13	-4.0
Cc1c(C(=O)OCC(=O)N(C)CC(=O)Nc2ccc(F)cc2)oc2ccccc12	10	0	i	-3	-3	3	2	-9	-8	-1.2
COC(=O)Cc1ccc(OCC(=O)NC2CCCC2)cc1	10	1	i	10	0	-1	-4	2	26	-0.1
COc1ccccc1N1CCN(/N=C/C=C/c2ccccc2[N+](=O)[O-])CC1	4	3	i	-2	-23	-6	-10	-3	11	3.0
CC(=O)Nc1ccc(NC(=O)C(C)OC(=O)CNS(=O)(=O)c2cccc(Cl)c2)cc1 (configuration not stated)	-1	-5	i	9	-3	2	-1	-4	2	-1.1

Two records drawn at random from the list so far, as already listed:
SMILES	MT1-MMP act inh	STEP inh	Rpn11 block	CendR NRP1 mod	SUMO1-SIM PPI	DNMT1 block	Scp1 inh	NadD block	SKN-1 inh	LMPTP inh
COCCn1c(-c2ccccc2)cnc1SCC(=O)Nc1cccc2ccccc12	0	-2	i	-4	-6	1	4	2	-6	1.5
COc1cccc(NC(=O)C2(C)CCCN(C(C)C)C2)c1 (configuration not stated)	4	-2	i	-11	-2	3	.	4	-3	1.2

Remaining list, next part:
SMILES	MT1-MMP act inh	STEP inh	Rpn11 block	CendR NRP1 mod	SUMO1-SIM PPI	DNMT1 block	Scp1 inh	NadD block	SKN-1 inh	LMPTP inh
Cc1cc(C)c2[nH]c(=S)cc(C)c2c1	-1	1	i	3	-1	2	-2	-5	-27	-1.0
Clc1cccc(-c2nc3c4ccccc4ccn3c2CC2CCCCC2)c1	-1	3	i	-6	-4	4	.	7	2	4.7
COc1cc(/C=C/C(=O)OCC(=O)NC(=O)C2COc3ccccc3O2)ccc1OC(F)F (configuration not stated)	7	3	i	18	-6	13	10	1	-6	0.7
CC(C)(C)c1ccc(S(=O)(=O)Nc2cccnc2)cc1	5	-3	i	6	-1	2	0	-2	-6	0.2
C=CCOC(=O)C(=O)/C=C/c1c(C)n(C)n(-c2ccccc2)c1=O	4	0	i	-7	-20	1	-1	1	14	-0.4
CCOc1ccc(N2C(=O)CC(N(CCc3ccc(S(N)(=O)=O)cc3)C(C)=O)C2=O)cc1 (configuration not stated)	4	0	i	-1	2	-2	-4	-6	-11	-1.1
COc1cccc(C(=O)Nc2ccc3c(cc2=O)[C@@H](NC(C)=O)CCc2cc(OC)c(OC)c(OC)c2-3)c1	1	1	i	7	-17	-8	-10	-12	-1	1.3
CCCSc1nsc(N)n1	18	1	i	-6	-2	1	2	-5	6	-0.1
O=C(Nc1ccc(F)cc1)C1CCCO1 (configuration not stated)	2	-1	i	-4	-4	-2	-8	-1	-9	-1.3
NC(=O)C1CCN(C(=O)CN(c2cccc(Cl)c2)S(=O)(=O)c2ccccc2)CC1	1	-1	i	1	1	2	-1	4	3	-0.2
Cc1ccc(NC(=O)OCCN2CCN(Cc3ccccc3)CCC2=O)cc1	3	-2	i	0	-1	3	-3	-1	15	-1.3
COCOCCn1cc(CN2CCS(=O)(=O)N(Cc3ccc(-c4ccc(F)cc4)cc3)C(C(C)C)C2=O)nn1 (configuration not stated)	2	-3	i	8	5	-8	.	-2	-17	-1.4
COc1cc(NC2c3ccccc3C(=O)N2Cc2ccccc2Cl)cc(OC)c1OC (configuration not stated)	5	1	i	4	-2	-3	-7	-5	-1	0.0
CCNC(=S)N/N=C(\C)c1ccc2ccccc2c1OC(F)F	-3	0	i	-8	-9	-1	-10	1	7	-0.7
Cc1cccc(OCC(=O)NNC(=O)CSc2ncc(C#N)c(N)n2)c1	5	-1	i	-6	15	-5	-5	3	10	-0.2
COc1ccc(CN2CCN(Cc3ccc(CO)o3)CC2CCO)cc1C (configuration not stated)	-10	1	i	-7	4	0	0	-2	-19	-0.9

Compounds from the list above that contain a Cl atom (nine):
SMILES	MT1-MMP act inh	STEP inh	Rpn11 block	CendR NRP1 mod	SUMO1-SIM PPI	DNMT1 block	Scp1 inh	NadD block	SKN-1 inh	LMPTP inh
COc1ccc(N2CC(C(=O)NCCc3ccc(Cl)cc3)CC2=O)c(OC)c1 (configuration not stated)	2	3	i	-2	-1	0	7	-6	2	-0.8
Cc1sc2ncnc(N3CCC(C(=O)N4CC(C)SC4=Nc4ccc(Cl)cc4)CC3)c2c1C (configuration not stated)	-3	0	i	-2	-5	0	22	27	2	-0.4
Cc1cccc(CC(=O)Nc2c3c(nn2-c2cccc(Cl)c2)CS(=O)C3)c1 (configuration not stated)	-2	-1	i	-9	-3	-4	-4	-6	-14	-1.1
CCc1nc2c(OCc3ccc(Cl)cc3)cccn2c1N(C)C(=O)c1ccccc1F	-8	1	i	-14	3	-7	.	9	5	2.2
COc1ccc([C@H]2CC(=O)C=C(c3cc(Cl)ccc3OC)C2)cc1	-2	0	i	13	-1	-6	-18	-8	-10	4.2
CC(=O)Nc1ccc(NC(=O)C(C)OC(=O)CNS(=O)(=O)c2cccc(Cl)c2)cc1 (configuration not stated)	-1	-5	i	9	-3	2	-1	-4	2	-1.1
Clc1cccc(-c2nc3c4ccccc4ccn3c2CC2CCCCC2)c1	-1	3	i	-6	-4	4	.	7	2	4.7
NC(=O)C1CCN(C(=O)CN(c2cccc(Cl)c2)S(=O)(=O)c2ccccc2)CC1	1	-1	i	1	1	2	-1	4	3	-0.2
COc1cc(NC2c3ccccc3C(=O)N2Cc2ccccc2Cl)cc(OC)c1OC (configuration not stated)	5	1	i	4	-2	-3	-7	-5	-1	0.0
